# PrPC TRFRET = reduces human prion protein on the cell surface; P04156; cell surface PrPC, TR-FRET read-out; inhibition, % at 13.8 µM; 370,000 tested, 0.43% active; in the data active = inhibition above about 24%; also: 0% = median of the test wells and 100% = reference compound wells
# FadD28 binding = blocks FadD28 binding to the bisubstrate probe. 360,000 tested, 0.22% active. inhibition, % at 12.5 µM. fluorescence polarization. AID 588549; in the data active = inhibition above about 8.5%, passing the limit was not always enough; inconclusive = no clear call, values can overlap the other calls
# FBA Mtb inh = inhibits M. tuberculosis FBA enzyme. P9WQA3. purified M. tuberculosis FBA, fluorescence read-out. inhibition, % at 1 µM. 360,000 tested, 2.3% active. AID 588726; in the data active = inhibition above about 27%;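 also: 0% = vehicle and 100% = reference inhibitor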
# Target sequence (P9WQA3 whole entry, looked up): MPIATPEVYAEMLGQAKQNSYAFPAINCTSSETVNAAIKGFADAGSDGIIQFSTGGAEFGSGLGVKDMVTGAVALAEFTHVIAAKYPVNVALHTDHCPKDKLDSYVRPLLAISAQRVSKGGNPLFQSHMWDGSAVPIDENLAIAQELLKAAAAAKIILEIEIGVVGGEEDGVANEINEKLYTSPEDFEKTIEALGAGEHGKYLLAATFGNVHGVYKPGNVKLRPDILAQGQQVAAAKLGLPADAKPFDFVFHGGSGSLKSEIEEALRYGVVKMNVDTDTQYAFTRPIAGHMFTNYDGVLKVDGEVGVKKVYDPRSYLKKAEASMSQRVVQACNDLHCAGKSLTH
# Rv3671c inh = inhibits the M. tuberculosis serine protease Rv3671c | inhibition, % at 5.96 µM | 320,000 tested, 0.048% active | AID 2606; in the data active = inhibition above about 38%;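 also: extracellular domain of Rv3671c used as enzyme; 0% = enzyme with DMSO and 100% = no enzyme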
# Target sequence (P9WHR9 whole entry, looked up, the tested form may be a part): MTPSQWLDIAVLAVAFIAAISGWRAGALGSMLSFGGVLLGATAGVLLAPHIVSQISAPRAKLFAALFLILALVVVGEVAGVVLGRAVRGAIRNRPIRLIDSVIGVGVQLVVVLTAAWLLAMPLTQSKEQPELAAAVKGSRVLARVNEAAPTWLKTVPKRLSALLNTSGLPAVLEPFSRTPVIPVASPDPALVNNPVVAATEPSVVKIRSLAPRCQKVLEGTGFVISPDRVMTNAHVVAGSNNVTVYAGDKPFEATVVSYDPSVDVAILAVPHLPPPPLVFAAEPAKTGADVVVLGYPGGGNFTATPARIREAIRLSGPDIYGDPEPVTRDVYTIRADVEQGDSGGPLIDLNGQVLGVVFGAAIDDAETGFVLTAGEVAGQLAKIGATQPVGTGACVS
# BoNT-F LC inh = blocks Botulinum neurotoxin F light chain protease. 360,000 tested, 0.22% active. inhibition, % at 10 µM. Multiplex microsphere protease cleavage assay, flow cytometry; in the data active = inhibition above about 35%, passing the limit was not always enough; inconclusive = no clear call, values can overlap the other calls; also: plate controls were buffer without enzyme for full effect and enzyme alone for no effect
# GDH-TPI inh = GDH-TPI coupled enzyme inhibition counter-screen; inhibition, % at 4.8 µM; GDH-TPI coupled enzyme counterscreen, NADH absorbance; 360,000 tested, 1.2% active; in the data active = inhibition above about 30%;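 also: 0% = DMSO wells and 100% = wells lacking the enzyme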
# Mtb UGM inh = Mtb UDP-galactopyranose mutase inhibition | P9WIQ1 | purified UGM, fluorescence polarization probe displacement | inhibition, % at 10 µM | 320,000 tested, 0.06% active; in the data active = inhibition above about 10%, passing the limit was not always enough; inconclusive = no clear call, values can overlap the other calls
# BioA inh = BioA (M. tuberculosis) enzyme inhibition. purified M. tuberculosis BioA enzyme, plate reader. inhibition, % at 9.99 µM. 360,000 tested, 0.096% active. AID 602481; in the data active = inhibition above about 40%; inconclusive = no clear call, values can overlap the other calls
# MazEF act = MazEF (E. coli) toxin RNase activation; 350,000 tested, 0.32% active; AID 504720; activation, % at 20 µM; FAM/BHQ RNA-DNA oligo cleavage fluorescence, 5 h; in the data active = activation above about 50%
# Target sequence (P0AE70 whole entry, looked up): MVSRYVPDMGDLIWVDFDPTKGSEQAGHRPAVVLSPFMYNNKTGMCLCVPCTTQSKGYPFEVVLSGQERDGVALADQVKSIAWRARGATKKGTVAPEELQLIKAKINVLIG
# An asterisk follows results filed as active; ? = inconclusive; . = not tested or not shown.
nr | mol | PrPC TRFRET | FadD28 binding | FBA Mtb inh | Rv3671c inh | BoNT-F LC inh | GDH-TPI inh | Mtb UGM inh | BioA inh | MazEF act
1 | CC(=O)NCC(=O)NC(C(=O)Nc1ccc2c(c1)OCCO2)c1ccc(C)cc1 (stereo not given) | -6.7 | -1.7 | 5.7 | 2.6 | -9.6 | -12.4 | 1.1 | 7.7 | -6.6
2 | O=C(NCc1nnc(SCC(=O)N2CCN(c3ccccc3)CC2)o1)c1ccc(F)cc1 | 4.5 | 0.5 | 6.8 | 8.0 | 6.6 | 6.7 | -0.7 | -3.0 | -1.8
3 | CCCn1c(N)c(C(=O)CSc2nnc(-c3c[nH]c4ccccc34)n2C2CC2)c(=O)[nH]c1=O | -1.9 | -5.4 | -4.0 | -0.2 | -0.4 | -0.4 | 5.2 | -1.2 | 5.9
4 | COc1cc(OC)cc(C(=O)OCC(=O)NC2CCCCCCC2)c1 | 1.2 | 0.0 | 2.7 | . | 1.6 | 7.1 | . | -1.3 | -4.3
5 | Cc1ccc(NC(=O)CN2CCN(S(=O)(=O)c3ccc(F)cc3)CC2)cc1C | -1.3 | -1.2 | -0.3 | -4.9 | 0.0 | 7.6 | -0.5 | -0.3 | 5.9
6 | CCOc1cc(/C=N/NC(=O)Cn2nc([N+](=O)[O-])cc2C)cc(Br)c1OCc1ccccc1F | -3.9 | 0.4 | 2.0 | -0.7 | 9.1 | 2.9 | -1.0 | -0.8 | -0.7
7 | CCCCN(C)C(=O)c1cc2cc3ccc(OC)cc3nc2s1 | -27.0 | -1.7 | 23.3 | 0.8 | -4.1 | 18.9 | -2.4 | -0.6 | 4.1
8 | CCOc1ccc(NC(=O)C(C)Oc2ccc(C#N)cc2)cc1S(=O)(=O)N1CCCC1 (stereo not given) | -7.0 | -0.7 | -1.2 | -11.0 | 1.6 | 2.1 | 0.8 | . | 0.2
9 | CNC(=S)NCc1ccc(Cl)cc1 | -1.1 | -4.1 | 3.3 | 7.4 | -10.3 | 1.5 | -1.3 | 0.7 | 3.9
10 | Clc1ccccc1/C=N/c1cc(-c2ccccc2)nn1-c1ccccc1 | -2.9 | 0.3 | -4.2 | -4.2 | 7.7 | 1.2 | -0.6 | . | -6.8

# Remaining list, next part:
nr | mol | PrPC TRFRET | FadD28 binding | FBA Mtb inh | Rv3671c inh | BoNT-F LC inh | GDH-TPI inh | Mtb UGM inh | BioA inh | MazEF act
11 | COc1ccc(-c2oc3ncnc(NCCCN(C)C)c3c2-c2ccc(OC)cc2)cc1 | -5.3 | 1.0 | 46.1* | 2.3 | -18.4 | 16.4 | -2.5 | 5.3 | 15.5
12 | CCCCN(CC)CCNC(=O)C1CCN(S(=O)(=O)c2cccc3nsnc23)CC1 | -28.1 | -3.1 | -3.9 | -9.6 | -3.7 | 10.0 | 1.1 | 0.0 | -2.5
13 | CCC(c1nnnn1C(C)(C)C)N1CCN(C/C=C/c2ccccc2)CC1 (stereo not given) | -8.4 | -1.7 | 0.7 | . | 5.1 | . | . | -0.4 | .
14 | O=[N+]([O-])c1ccccc1S(=O)(=O)N1CCN(Cc2cc3c(cc2O)OCO3)CC1 | 2.6 | -0.2 | -1.9 | -3.5 | -8.4 | 0.6 | 0.9 | -2.5 | 5.8
15 | CCN1CCN(Cc2cc(Br)ccc2O)CC1 | -1.0 | -2.0 | 1.9 | -7.4 | -1.3 | 8.9 | -2.8 | -0.8 | 10.6
16 | O=C(O)c1ccc(-n2nc(-c3ccccc3)c3ccccc3c2=O)cc1 | 6.5 | -3.2 | 2.2 | 4.5 | -19.1 | 5.0 | -0.4 | 2.3 | 2.3
17 | Fc1ccc(C(c2nnnn2C2CCCC2)N2CCN(Cc3ccccc3)CC2)cc1 (stereo not given) | -6.7 | -2.0 | -1.7 | . | 2.0 | 12.0 | . | -2.3 | -4.2
18 | C[C@]12c3[nH]c4ccccc4c3CCN1C(=O)C(CC(=O)NCCC1=CCCCC1)C[C@@H]2C(=O)N1CCCCC1 (stereo not given in full) | 6.1 | 0.2 | 0.5 | 4.2 | -5.8 | 1.0 | -2.8 | -0.6 | 3.7
19 | COc1ccccc1N1CCN(C(=O)c2ccc3nc[nH]c3c2)CC1 | 2.2 | -2.0 | -0.5 | 3.5 | -6.6 | -1.8 | 3.2 | 2.4 | -8.6
20 | COc1ccc(C2Nc3ccccc3NC3=C2C(=O)CC(C)(C)C3)cc1OC (stereo not given) | -0.1 | -1.5 | 2.1 | 5.4 | ? | 8.5 | 1.4 | -2.3 | 11.6

# The listing continues:
nr | mol | PrPC TRFRET | FadD28 binding | FBA Mtb inh | Rv3671c inh | BoNT-F LC inh | GDH-TPI inh | Mtb UGM inh | BioA inh | MazEF act
21 | CCOc1ccc(NC(=O)CN(C)C(=O)c2c(-c3ccccc3Cl)noc2C)cc1OCC | 4.5 | -1.2 | 0.6 | 1.3 | 0.8 | 1.4 | -2.1 | -1.9 | 6.1
22 | CCOc1cc(C)c(S(=O)(=O)N2CCCCC2)cc1C | 8.4 | -6.2 | 5.2 | -0.8 | 3.6 | -4.4 | -3.1 | . | -4.9
23 | COc1ccccc1N1CCN(C(=O)C2CCN(C(=O)c3ccc(C(C)(C)C)cc3)CC2)CC1 | -8.4 | 0.1 | -4.5 | -3.8 | -2.7 | -4.5 | -1.1 | -0.7 | 1.8
24 | CC1=C(C(=O)OCc2ccccc2)C(c2ccc([N+](=O)[O-])cc2)NC(=O)N1C (stereo not given) | -0.6 | -1.1 | -0.9 | -4.2 | ? | 8.4 | -0.8 | 5.5 | 2.3
25 | S=C(NCc1ccccc1)NCc1cccc(Cl)c1 | 4.9 | -2.7 | -1.9 | . | -2.5 | 1.1 | -0.1 | 1.5 | -5.3
26 | O=C(Nc1ccccc1C(=O)O)c1ccc(Cl)c(S(=O)(=O)N2CCOCC2)c1 | 8.1 | -4.2 | 2.2 | -1.1 | -2.9 | 3.8 | 4.2 | 0.5 | -0.6
27 | COc1ccc(S(=O)(=O)Nc2c(C)c(C)cc3c2ncn3C)cc1 | -1.2 | -2.3 | 2.4 | -7.7 | -5.8 | 1.3 | -0.5 | -0.7 | -3.8
28 | COC(=O)c1ccccc1NCCO | -0.5 | -4.4 | 109.3* | 8.0 | ? | 9.5 | -1.1 | -2.4 | 2.0
29 | COc1cccc(-n2nnc3c(=O)n(Cc4ccc(Br)cc4)cnc32)c1 | -1.3 | -3.2 | -2.2 | -2.4 | -6.0 | -9.3 | -3.0 | -0.8 | 0.1
30 | CCN(CC)C1=NC(=[N+](CC)CC)c2ccccc21 | 0.2 | 0.5 | 4.2 | 0.5 | 16.6 | 5.6 | 1.2 | 1.9 | 8.6

# Following part
nr | mol | PrPC TRFRET | FadD28 binding | FBA Mtb inh | Rv3671c inh | BoNT-F LC inh | GDH-TPI inh | Mtb UGM inh | BioA inh | MazEF act
31 | CCN(C(=O)COc1ccccc1)c1nnc(-c2cccnc2)s1 | -2.9 | 0.3 | 1.9 | -8.1 | 7.4 | 5.9 | -0.6 | 3.9 | 6.3
32 | CCC(C)(C(=O)NC1CCCC1)N(C(=O)CNC(C)=O)c1ccccc1 (stereo not given) | 0.7 | -4.5 | -1.1 | 3.8 | ? | -0.9 | -1.5 | 0.4 | 4.7
33 | COc1cc(NC(=O)CCc2nnc3ccc(N4CCC(C)CC4)nn23)cc(OC)c1 | -8.4 | -3.3 | -0.7 | -2.3 | 0.9 | -3.5 | -1.1 | -0.2 | -10.5
34 | CC(C)N(Cc1cnn(C)c1)Cc1nc(COc2ccccc2)no1 | -4.7 | -2.0 | 5.2 | 5.9 | 2.5 | 1.9 | 1.2 | 0.2 | 5.4
35 | CCOC(=O)C1=C(C)c2ccccc2OC1(C(=O)OCC)c1ccccc1 (stereo not given) | 4.9 | -0.1 | 2.2 | . | -11.2 | 15.4 | . | 1.2 | 5.2
36 | O=[N+]([O-])c1ccc2nc(-c3ccccc3)[nH]c2c1 | -21.2 | -0.3 | -0.2 | 4.9 | -2.9 | 25.1 | 0.4 | 2.5 | 8.2
37 | O=C(COC(=O)c1ccc[n+]([O-])c1)Nc1cc([N+](=O)[O-])ccc1Cl | -15.7 | -1.4 | -1.1 | -5.1 | -3.0 | 8.2 | 2.1 | -1.2 | 14.8
38 | CCOc1ccc(C(=O)Nc2nccs2)cc1[N+](=O)[O-] | -1.1 | -1.5 | -4.0 | -14.6 | -0.9 | 2.3 | -1.2 | . | -0.4
39 | NC(=S)N/N=C/c1ccc(-n2nncc2-c2ccc(Cl)cc2)cc1 | . | 0.1 | -1.3 | -3.0 | 9.5 | 21.8 | -0.4 | 1.3 | -15.2
40 | COc1cc(C2N(c3ccc(Cl)cc3)C(=O)C3CCCN32)cc(OC)c1OC (stereo not given) | 5.6 | -3.0 | 0.0 | -3.4 | -10.7 | 10.9 | 1.4 | -2.2 | -8.9

# The results go on:
nr | mol | PrPC TRFRET | FadD28 binding | FBA Mtb inh | Rv3671c inh | BoNT-F LC inh | GDH-TPI inh | Mtb UGM inh | BioA inh | MazEF act
41 | COc1ccccc1CNC(=O)C1CCN(S(=O)(=O)c2ccc3c(c2)OCCO3)CC1 | 2.6 | -0.4 | -0.6 | 5.6 | -13.8 | 1.1 | 0.3 | -0.1 | 4.5
42 | CSCC[C@H](NC(=O)Nc1ccc(C)cc1)C(=O)O | -4.1 | 0.3 | 2.2 | 3.9 | -5.4 | -1.6 | 1.1 | -1.1 | 0.8
43 | O=C(COC(=O)c1ccc(O)cc1)Nc1nccs1 | -5.3 | -0.1 | -0.6 | 4.8 | -9.2 | -4.4 | 0.2 | -0.7 | -1.1
44 | O=C(c1ccc(F)cc1)C1CCN(C(=S)Nc2ccc(F)cc2)CC1 | 8.3 | -3.7 | -1.6 | 0.1 | -7.2 | 0.0 | 2.4 | 3.7 | -2.2
45 | CC(C)C(O)(C#CCN1CCCCCC1)c1ccccc1 (stereo not given) | 4.6 | -5.3 | -0.1 | 4.5 | -2.5 | -4.3 | -0.8 | 2.7 | 7.5
46 | O=C(NCCc1nnc2ccc(NCc3cccnc3)nn12)c1ccccc1F | -3.5 | -0.1 | 3.7 | -2.5 | . | 2.6 | -2.2 | . | -0.2
47 | CCCC(=O)NC(c1ccccc1)c1c(O)ccc2ccccc12 (stereo not given) | 14.5 | -0.7 | 14.7 | 2.5 | . | 24.9 | 2.2 | -2.2 | -5.1
48 | N#CCC(=O)Nc1ccc(C(=O)OCC(=O)c2ccc3c(c2)NC(=O)CO3)cc1 | -1.5 | -0.4 | 1.8 | -57.0 | 0.6 | 3.5 | 1.3 | -1.0 | -47.5
49 | COc1ccc(CCNS(=O)(=O)c2ccc3c(c2)CCCC3)cc1OC | -0.6 | -5.0 | -4.5 | -1.4 | 7.1 | 3.5 | 1.2 | -0.6 | 2.5
50 | O=C1NN(c2cccc(Br)c2)C(=O)/C1=C\c1ccc(N2CCOCC2)cc1 | . | -1.9 | -0.2 | 0.4 | -26.8 | 3.3 | 0.0 | -0.7 | 3.9

# Further records follow.
nr | mol | PrPC TRFRET | FadD28 binding | FBA Mtb inh | Rv3671c inh | BoNT-F LC inh | GDH-TPI inh | Mtb UGM inh | BioA inh | MazEF act
51 | COc1ccc(NC(=O)COC(=O)CNC(=O)COc2ccccc2)cc1OC | -1.9 | -1.8 | 3.4 | . | 5.4 | 1.4 | . | . | -11.3
52 | O=C(COC(=O)c1ccc(Cl)nc1)NCc1ccc(F)cc1 | -3.8 | 0.2 | 3.2 | 3.3 | 6.4 | 14.3 | -1.3 | -3.5 | -12.4
53 | COc1ccc(CNC(=O)CNS(=O)(=O)c2cccc(C#N)c2)cc1OC | -3.6 | -0.9 | 1.6 | . | 4.1 | 3.0 | -1.1 | 0.1 | 7.8
54 | CC(C)(C)n1nnnc1CN1CCN(C2CCCC2)CC1 | -3.6 | -0.5 | 3.2 | -2.0 | -4.4 | 0.8 | -0.2 | -0.8 | 9.0
55 | O=C(C1CCN(S(=O)(=O)N2CCC3(CC2)OCCO3)CC1)N1CCCCC1 | -3.6 | -2.4 | 0.9 | -3.6 | -4.7 | 18.5 | -1.2 | -1.3 | -11.0
56 | Clc1ccccc1CSc1cc2c(nn1)-c1ccccc1CC2 | 5.7 | -1.3 | -0.7 | -7.7 | -7.3 | 1.7 | -3.6 | 0.6 | -6.5

# Bioassay records as filed in PubChem BioAssay.
